Compound activity from PubChem BioAssay.
GoLoco inh red – blocks human Gai1 binding to RGS12 GoLoco peptide, red readout | P63096 | Gai1:RGS12 GoLoco peptide FP, rhodamine, 10 min | Potency, µM (top dose mostly 61.6 µM), inactives show top-dose activity, negative = inhibition, actives largely listed as inhibitors | hit rate 0.44% among 230,000; active means well fitted inhibition curve with a large enough effect, not every such curve was filed as active; inactive means no such curve, though single readings can be large or run the other way; further: nearly all actives have a fitted effect of over 30% in size; many of its hits are not listed in these tables
KDM4E inh – JMJD2E (human) inhibition; JMJD2E catalytic domain, FDH-coupled NADH fluorescence (FDH is formaldehyde dehydrogenase); Potency, µM (highest dose often 57.1 µM), inactives show at the top dose activity change, negative = inhibition, hits mostly inhibitors; hit rate 1.6% among 230,000; active means well fitted inhibition curve with a large enough effect, not every such curve was filed as active; inconclusive means small, poorly fitted or top-dose-only effect, or another doubt; inactive means no such curve, though single readings can be large or run the other way;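 further: 0% = wells with enzyme and -100% = buffer wells without enzyme; nearly all actives have a fitted effect of over 50% in size; many of its hits are not listed in these tables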
TR SRC2 fluor cs – alters Texas Red total fluorescence, flagging assay interference; hit rate 0.29% among 280,000; TRb/SRC2 Texas Red total fluorescence interference; Potency, µM (highest dose often 106 µM), for inactives: at the top dose fluorescence change, negative = quenching; active means well fitted curve in either direction with a large enough effect; inconclusive means small, poorly fitted or top-dose-only effect
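Flags fluorescent or light-absorbing compounds by total fluorescence, S + 2P, at 555 nm excitation and 632 nm emission. Mixture: 20 nM Texas Red SRC2 peptide, 0.6 uM human TRb LBD, 1 uM T3, 5% DMSO; compound exposure 5 h at ambient temperature.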
Tau fibril FP – tau fibrillization inhibition (FP); K18 P301L tau heparin fibrillization, Alexa594 FP, 6 h; Potency, µM (doses to about 57.7 µM), for the others: at the highest dose activity, negative = inhibition, actives largely listed as inhibitors; hit rate 0.39% among 280,000; AID 1468; P10636; further: nearly all actives have a fitted effect of over 55% in size
Target sequence (P10636 561-689 P618L limits assumed): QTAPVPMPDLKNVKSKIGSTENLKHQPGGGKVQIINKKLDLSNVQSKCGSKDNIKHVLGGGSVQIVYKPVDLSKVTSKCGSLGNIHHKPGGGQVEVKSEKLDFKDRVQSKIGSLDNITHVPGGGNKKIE
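Human K18 P301L fragment (15 uM unlabeled plus 0.24 uM Alexa 594-labeled) in 100 mM sodium acetate pH 7 with compound, aggregation induced by 20 uM heparin for 6 hr at 37 C. ThT (30 uM) added for 1 hr, then Alexa 594 FP read.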
TRb-SRC2 inh – disrupts binding of human TR beta to SRC2; TRbeta-SRC2 peptide binding, fluorescence polarization; receptor liganded with 1 µM T3; Potency, µM (highest dose often 106 µM), for the others: at the highest dose activity change, negative = inhibition, hits mostly inhibitors; hit rate 0.065% among 280,000;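 further: plate controls were bound peptide for no effect and peptide without receptor for full effect; nearly all actives have a fitted effect of over 50% in size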
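Compounds were added to 0.6 uM TRb ligand-binding domain and 20 nM Texas Red-labeled SRC2 peptide in Tris buffer containing 1 uM T3, incubated 5 hr at ambient temperature, then read by fluorescence polarization.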
Tau fibril ThT – tau fibrillization inhibition (ThT binding); Potency, µM (highest dose often 57.4 µM), for the others: at the top dose activity, negative = inhibition, usual class: inhibitors; AID 1460; recombinant tau K18 P301L (four-repeat tau fragment), heparin-induced fibrillization, ThT fluorescence; P10636; hit rate 2.1% among 270,000; further: nearly all actives have a fitted effect of over 55% in size
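Heparin-induced (20 uM) aggregation of recombinant human K18 P301L tau, 15 uM unlabeled with 0.24 uM labeled, pH 7 acetate buffer, 6 hr at 37 C with compound. Fibrils quantified by 30 uM ThT fluorescence after 1 hr ambient incubation.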
L3MBTL1 block – blocks human L3MBTL1; Potency, µM (doses to about 57.1 µM), for inactives: at the top dose activity, negative = inhibition, most hits filed as inhibitors; AID 485360; hit rate 0.66% among 230,000; Q9Y468; AlphaScreen L3MBTL1–H3K9me1 peptide binding; further: nearly all actives have a fitted effect of over 60% in size
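AlphaScreen assay: L3MBTL1 (50 nM final) was preincubated 30 min at room temperature with biotinylated H3(1-15)K9me1 peptide (75 nM final), then 30 min with library compounds; streptavidin donor and nickel chelate acceptor beads (10 ug/mL final) added, 30 min dark.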
RECQ1 helicase – inhibitors of human RECQ1 DNA helicase; RECQ1 DNA unwinding, red fluorescence kinetic read; Potency, µM (series often up to 57.3 µM), for the others: at the top dose activity, negative = inhibition, most hits filed as inhibitors; hit rate 0.54% among 240,000;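 further: plate controls were vehicle for no effect and no enzyme for full effect; nearly all actives have a fitted effect of over 30% in size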
Target sequence (P46063 whole entry, looked up): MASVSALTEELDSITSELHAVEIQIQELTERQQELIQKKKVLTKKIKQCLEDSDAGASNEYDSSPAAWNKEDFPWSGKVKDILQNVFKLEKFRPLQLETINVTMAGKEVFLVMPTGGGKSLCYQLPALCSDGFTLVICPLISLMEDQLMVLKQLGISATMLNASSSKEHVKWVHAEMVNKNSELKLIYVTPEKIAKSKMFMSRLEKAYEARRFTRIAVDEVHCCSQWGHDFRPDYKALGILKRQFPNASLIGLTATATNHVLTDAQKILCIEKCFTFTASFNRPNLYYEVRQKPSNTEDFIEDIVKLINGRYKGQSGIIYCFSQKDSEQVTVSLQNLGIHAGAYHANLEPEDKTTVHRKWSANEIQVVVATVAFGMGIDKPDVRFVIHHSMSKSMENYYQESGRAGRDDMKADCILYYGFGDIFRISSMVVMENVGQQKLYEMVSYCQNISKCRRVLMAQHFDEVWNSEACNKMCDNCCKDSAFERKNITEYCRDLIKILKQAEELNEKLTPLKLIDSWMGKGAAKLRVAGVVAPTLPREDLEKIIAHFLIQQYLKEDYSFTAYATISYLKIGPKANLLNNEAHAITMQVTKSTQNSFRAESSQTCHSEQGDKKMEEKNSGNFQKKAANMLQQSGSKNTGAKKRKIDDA
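50 nM RECQ1T1 preincubated 15 min with compound in Tris pH 8.0 buffer with MgCl2, DTT, Tween-20 and 2.5 ug/ml poly(dI-dC); started with 200 nM TAMRA/BHQ-2 forked duplex and 2 mM ATP. Unwinding read as fluorescence (525/598 nm), two reads 2 h apart.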
* hit, by the source's call; i = inactive; ? = inconclusive; / = not tested or not shown; [ ] = dose if it differs, or a comment. Unless noted, the call rests on the fitted dose curve; in most records, active means well fitted curve in the direction sought with a large enough effect; inconclusive means small, poorly fitted or top-dose-only effect, or another doubt; inactive means no such curve, though single readings can be large; an effect the other way counts as inactive or inconclusive. Unless noted, on the % scale 0 is the no-effect control and ±100 the full control effect; potency means the concentration at half of the fitted maximal effect. A portion of the library; the hit share may differ from the screen's.

Each structure is followed by: GoLoco inh red | KDM4E inh | TR SRC2 fluor cs | Tau fibril FP | TRb-SRC2 inh | Tau fibril ThT | L3MBTL1 block | RECQ1 helicase
> CC(C)(C)NC(=O)NC(=O)CN1CCN(S(=O)(=O)c2ccccc2)CC1
    2% | 6% | -1% | 3% | 4% | / | / | -5%
> CCOc1ccc(C(=O)/C=C/c2cn(CN3CCN(C)CC3)c3ccccc23)cc1
    8% | ? | -5% | 5% | 4% | ? | 20% | -21%
> Cc1ccc(S(=O)(=O)CC(=O)Nc2ccc(Cl)cn2)cc1
    11% | 8% | -4% | 12% | -12% | -2% | 4% | 3%
> O=C(CNC(=O)c1ccccc1)OCc1cccc([N+](=O)[O-])c1
    -7% | -4% | -1% | 4% | 13% | -9% | -2% | 0%
> CN(C)C(=O)c1ccc(-c2ccc3ncnc(NC4CCNCC4)c3c2)cc1
    9% | ? | 1% | -8% | 4% | -12% | / | -11%
> CCCCNC(=O)CSc1nc2ccccc2nc1Cc1ccc(C)cc1
    / | / | -1% | 0% | -3% | -4% | / | /
> O=C(CCc1ccccc1)OCCN1CCOCC1
    8% | -4% | -1% | 6% | -25% | 0% | -4% | 2%
> COc1ccc(C2=NN(CN3C(=O)C(=O)c4ccccc43)C(c3ccc(C)cc3)C2)cc1 (stereo unspecified)
    2% | -4% | -4% | 3% | 4% | ? | / | -23%
> COc1ccc([N+](=O)[O-])cc1N(CC(=O)NCc1ccco1)S(C)(=O)=O
    0% | 4% | 1% | 1% | -4% | -1% | 5% | 19%
> C=CCNC(=S)N1CCC(C(=O)c2ccc3c(c2)OCCO3)CC1
    -2% | ? | -1% | ? | 5% | -21% | -7% | -5%
> CCOc1ccc(C2C(C(=O)Nc3ccccc3)=C(C)Nc3nc(-c4ccccc4Cl)nn32)cc1OC (stereo unspecified)
    / | / | -3% | -8% | 0% | -6% | / | /
> CCc1nnc(NC(=O)CSc2nnc(-c3ccccc3NC(=O)c3ccccc3)o2)s1
    14% | -10% | -6% | -1% | 0% | -9% | -1% | -5%
> CCCCCCN=CC1=C(O)CC(C)(C)CC1=O
    3% | 0% | 8% | 3% | ? | -8% | -1% | -6%
> CCOc1ccc(-c2nc(C)c(C(C)=O)n2O)cc1
    -19% | ? | 0% | 0% | -17% | ? | / | -10%
> O=C(CCC(=O)NNc1nc2ccccc2c2nc(-c3ccccc3)nn12)NCCCN1CCOCC1
    8% | -3% | -5% | -1% | -4% | 4% | / | 11%
> Cc1cccc(-c2nc(CSc3nncn4c3cc3oc(C)cc34)c(C)o2)c1
    / | / | 2% | -6% | 2% | ? | / | /
> CC(C)NC(C(=O)Nc1cc(Cl)cc(Cl)c1)c1ccccc1 (stereo unspecified)
    13% | 5% | -3% | -6% | -2% | -9% | / | -7%
> Cc1nc2cc(NC(=O)N3CCCC3)ccc2n1C
    0% | -11% | 1% | -8% | 2% | -5% | 8% | -4%
> COc1ccc(-c2nc(C(=O)Nc3ccc(C(C)=O)cc3)nn2-c2cccc(Cl)c2)cc1
    / | / | -2% | -14% | 9% | 11% | / | /
> N#Cc1nc(Cc2ccccc2)oc1N1CCN(c2ccccc2)CC1
    -10% | -8% | -2% | 8% | -12% | ? | ? | -7%
> CCOC(=O)c1ccc(COC(=O)c2nonc2N)cc1
    -4% | 8% | -2% | -6% | -10% | -5% | 7% | -8%
> Cc1occc1-c1nc(-c2ccccn2)no1
    2% | 2% | -4% | 0% | -15% | -14% | 0% | i
> CCOC(=O)c1ccccc1NC(=O)CN(c1ccc(OCC)cc1)S(C)(=O)=O
    12% | 4% | -5% | 7% | -2% | -1% | 10% | 13%
> COC(=O)C/C=C\[C@H](C)[C@@H](OCc1ccccc1Br)C(C)C
    / | / | -2%[11.2 µM] | -3%[11.6 µM] | -2%[11.2 µM] | -7%[11.5 µM] | / | i[11.5 µM]
> COC(=O)C1=NNC2(c3ccc(Cl)cc3)C(=O)N(c3ccc(Cl)cc3)C(=O)C12 (stereo unspecified)
    5% | 0% | 5% | 0% | 6% | -4% | -7% | -3%
> S=C1NCN(Cc2ccco2)CN1CCc1ccccc1
    3% | -1% | -4% | -3% | -1% | 12% | -13% | -8%
> Cc1ccccc1C(=O)NC(=S)NC1CCSC1=O (stereo unspecified)
    -3% | 3% | -1% | -12% | 1% | 2% | 6% | -4%
> CC1CCN(c2nc3c(S(=O)(=O)c4ccccc4)nnn3c3ccc(Cl)cc23)CC1
    / | / | 1% | -5% | -1% | -3% | / | /
> Cc1cc(O)c2c(c1)C(O)(C1OC(CO)C(O)C(O)C1O)c1cccc(O)c1C2=O (stereo unspecified)
    -3% | -7% | 1% | -9% | -3% | -10% | 9% | -1%
> COc1ccc(CCNC(=O)C2CCN(S(=O)(=O)N3CCC4(CC3)OCCO4)CC2)cc1OC
    -3% | -4% | 0% | -3% | 2% | -10% | 4% | -7%
> CCCC1O[C@@H]2C[C@H]3[C@@H]4CCC5=CC(=O)C=C[C@]5(C)[C@H]4[C@@H](O)C[C@]3(C)[C@]2(C(=O)CO)O1 (stereo partly specified)
    17% | -25% | -3% | -13% | -3% | -15% | -9% | 0%
> Cc1ccc2nc3c(nc2c1C)C(O)=C3O
    -22% | ? | -3% | ? | -5% | / | / | -8%
> O=C(NCCc1ccccc1Cl)c1sc2ncccc2c1-n1cccc1
    / | / | 2% | -2% | 10% | -12% | / | /
> NC(=O)NC(=O)C[n+]1cccc(/C=N/O)c1
    4% | 4% | 0% | 2% | -2% | 1% | 19% | -1%
> CCC(=O)Nc1ccc(C)cc1-c1nc2ccccc2n(Cc2ccccc2)c1=O
    / | / | -1% | -1% | -2% | 5% | / | /
> CCC(=O)[C@@]1(O)C(=O)N2C(=C3C(=O)OCCC31)N(Cc1ccccc1)C(C)=C(C(=O)OC)C2c1ccccc1 (stereo partly specified)
    / | / | -1%[11.2 µM] | 1%[11.6 µM] | -1%[11.2 µM] | -12%[11.5 µM] | / | 0%[11.5 µM]
> COc1ccc(CN2C(=O)c3ccccc3C2C(=O)NCc2cccnc2)c(OC)c1 (stereo unspecified)
    1% | -4% | -3% | -2% | -17% | -9% | -2% | i
> COc1ccc(C(OC(=O)c2ccco2)C(=O)NCc2ccco2)cc1 (stereo unspecified)
    3% | 7% | -3% | -1% | 6% | 1% | 0% | -9%
> Cc1cccc(-c2noc(CNC(=O)Nc3ccc(F)cc3)n2)c1
    9% | -5% | -3% | ? | 1% | -1% | -9%[11.4 µM] | -10%
> CCN(CC)c1ccc(C(=O)n2cnc3ccccc32)cc1
    5% | -28% | 1% | 8% | 3% | ? | 15% | i
> CCOc1cc2[nH]c(=O)n(Cc3ccc(C(=O)N4CCN(c5cccc(Cl)c5)CC4)cc3)c(=O)c2cc1OCC
    / | / | -5% | -6% | 2% | -13% | / | /
> COC(=O)c1ccc(-c2nc(-c3ccc(OC)c(OC)c3)no2)cc1
    / | / | 6% | -10% | 2% | ? | / | /
> COc1cc(C)ccc1OCCCCN1CC(C)OC(C)C1 (stereo unspecified)
    -11% | ? | -2% | -1% | -12% | -12% | / | -8%
> N#Cc1cnc(NN)nc1
    -7% | ? | -4% | -11% | 0% | -20% | ? | -16%
> NC(=O)CC(NC(=O)c1ccccc1)c1ccc(N2CCC(Br)CC2)c([N+](=O)[O-])c1 (stereo unspecified)
    -4% | 0% | -1% | -1% | 13% | ? | / | i
> O=C(O)/C=C/c1cccc(NS(=O)(=O)c2ccccc2)c1
    5% | 7% | -2% | 8% | -7% | 1% | 7% | -6%
